# Screening results (PubChem BioAssay)
# TEAD-YAP inh: TEAD-YAP interaction inhibition, primary screen, TEAD-YAP interaction inhibitor project, luminescence, HEK-TIYL cells | TEAD-Gal4/YAP UAS-luciferase luminescence | inhibition, % at 9.12 µM | actives 1.4% (n = 640,000) | AID 1259422, 2018; in the data active = inhibition above about 32%;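 note: 0% = median of test compound wells and 100% = reference inhibitor wells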
# FBW7 activator: FBW7 E3 ligase activators, primary screen, biochemical, AlphaScreen, human. AlphaScreen FBW7–phospho-cyclin E peptide binding, activator screen. F-box/WD repeat-containing protein 7 (Homo sapiens), Q969H0. normalized activity (activation), % at 26.1 µM. actives 0.13% (n = 650,000); in the data active = normalized activity above about 1.9%;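 note: purified mutant Fbw7 with reduced substrate affinity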
# GPR151 ag: activators of human GPR151, primary screen, cell-based, PathHunter beta-arrestin, luminescence; G-protein coupled receptor 151 (Homo sapiens), Q8TDV0; PathHunter beta-arrestin GPR151 cells; activation, % at 11.2 µM; actives 1% (n = 650,000); AID 1508602, 2020; in the data active = activation above about 4.9%;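 note: 0% = median of compound wells and 100% = cells with positive control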
# Target sequence (Q8TDV0 whole entry, looked up): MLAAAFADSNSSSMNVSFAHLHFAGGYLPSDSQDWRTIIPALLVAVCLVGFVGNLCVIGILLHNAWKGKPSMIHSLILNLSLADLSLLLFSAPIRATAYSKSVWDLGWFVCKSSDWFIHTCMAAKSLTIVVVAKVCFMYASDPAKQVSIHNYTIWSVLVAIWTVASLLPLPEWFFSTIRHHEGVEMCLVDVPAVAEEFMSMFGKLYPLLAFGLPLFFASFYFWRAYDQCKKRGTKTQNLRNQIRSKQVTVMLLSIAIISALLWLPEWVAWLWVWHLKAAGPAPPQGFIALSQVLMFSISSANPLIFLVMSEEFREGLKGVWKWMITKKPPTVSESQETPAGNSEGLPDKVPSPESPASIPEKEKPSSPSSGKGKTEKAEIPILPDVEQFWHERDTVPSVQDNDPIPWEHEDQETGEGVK
# MITF inh: MITF inhibitors, primary screen, biochemical, AlphaScreen, human; AlphaScreen MITF homodimerization, bead proximity signal; actives 0.91% (n = 650,000); inhibition, % at 2.6 µM; in the data active = inhibition above about 50%;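 note: 0% = vehicle wells with protein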
# Target sequence (O75030 whole entry, looked up): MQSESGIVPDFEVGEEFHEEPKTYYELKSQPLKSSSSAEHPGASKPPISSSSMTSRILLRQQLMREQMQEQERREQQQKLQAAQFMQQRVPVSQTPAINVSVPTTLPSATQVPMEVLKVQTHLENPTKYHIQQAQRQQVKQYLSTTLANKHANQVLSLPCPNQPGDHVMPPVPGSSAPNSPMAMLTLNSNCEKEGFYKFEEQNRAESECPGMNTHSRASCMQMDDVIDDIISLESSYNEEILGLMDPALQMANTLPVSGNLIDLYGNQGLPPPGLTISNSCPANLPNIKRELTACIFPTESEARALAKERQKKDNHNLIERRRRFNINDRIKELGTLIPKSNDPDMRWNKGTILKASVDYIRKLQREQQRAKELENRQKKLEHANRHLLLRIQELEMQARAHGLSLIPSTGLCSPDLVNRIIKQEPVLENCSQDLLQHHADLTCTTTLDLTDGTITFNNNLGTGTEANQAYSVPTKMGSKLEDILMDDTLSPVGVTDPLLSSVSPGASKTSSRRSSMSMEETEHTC
# An asterisk follows results filed as active.
SMILES,TEAD-YAP inh,FBW7 activator,GPR151 ag,MITF inh
O=C(CN1CC(c2ccccc2)CC1=O)NCC1Cc2cc(F)cc(-c3ccccn3)c2O1 (stereo unspecified),-8,0.0,0.7,-5
C=CCn1c(C)cc(C(=O)COC(=O)c2ccc(N)c([N+](=O)[O-])c2)c1C,-73,0.0,-0.4,5
CC1(C)CC(=O)C(C=Nc2ccccc2)C(=O)C1,-8,-0.1,1.9,-4
O=[N+]([O-])c1ccc(C(c2nnnn2-c2cccc(Cl)c2)N2CCCCC2)cc1 (stereo unspecified),1,-0.1,2.2,1
CCOC(=O)c1nn(-c2ccc(F)cc2)c(=O)c2c(NC(=O)C(C)(C)C)scc12,-5,-0.2,0.6,-8
COc1ccc(CCNC(=O)c2cnc(-c3ccc(C(=O)NC4CC4)cc3)s2)cc1,-5,-0.1,0.2,2
O=C(Nc1ccc(C(=O)N2CCCC2)cc1)Nc1ccc2c(c1)OCO2,0,-0.1,-0.5,-6
O=C(O)c1cc(Cl)c(Cl)cc1C(=O)Nc1ccc([N+](=O)[O-])cc1,-17,-0.1,-1.2,3
COCCCN1C(=O)c2cccc3c(N4CCOCC4)ccc(c23)C1=O,-17,0.7,0.7,-3
CCN(CCCNC(=O)CCNC(=O)Cn1cnc2sc3c(c2c1=O)CCCC3)c1ccccc1,17,-0.2,-0.6,8
CN1CCCN(Cc2cccc(Oc3ccccc3)c2)CC1,4,0.1,2.9,55*
C=CCn1c(C)c(C)n2c3c(=O)n(CC(=C)C)c(=O)n(C)c3nc12,5,-0.2,3.2,6
CC(C)(C)N(C=C(Cl)Cl)C(=O)NC1CCCCC1,3,-0.1,0.1,-9
COC(=O)c1ccc(C2C=C(c3ccc(OC)cc3)Nc3ncnn32)cc1 (stereo unspecified),-5,0.0,-1.9,14
CCOC(=O)C1=C(CN2CCC(C(N)=O)CC2)NC(=O)NC1c1ccc(C)cc1 (stereo unspecified),17,0.2,0.4,-5
O=C(CC1SC(=Nc2cccc(O)c2)NC1=O)Nc1ccc(Br)cc1 (stereo unspecified),5,0.1,2.0,-3
CCOC(=O)c1c(C)oc2c1c1c(c3ccccc32)OCN(C2CCCC2)C1,-72,-0.3,0.4,5
O=C(O)c1c(O)c2ccccc2[nH]c1=O,3,0.5,-1.4,9
CC(=O)c1c(C)oc2ccc(NS(=O)(=O)c3c(C)cc(C)cc3C)cc12,37*,0.1,2.5,0
Cc1nc2c(c(C)nn2C)c(C)c1CCC(=O)N1CCC(C)CC1,15,0.0,0.4,4
Cc1cc(=O)n2nc(N3CCC(C(=O)NCc4ccccc4)CC3)sc2n1,-6,0.3,0.4,4
NC(=O)c1cccc(-c2cccc(N)c2)c1,3,0.0,0.1,-2
Cc1ccccc1C(=O)Nc1ccc2nc(SCC(=O)NCCOc3ccccc3)sc2c1,9,0.4,3.0,4
CCOC(=O)C1=C(C)N=c2s/c(=C\c3cc(Br)c(O)c(OC)c3)c(=O)n2C1c1ccc2c(c1)OCO2 (stereo unspecified),11,0.0,0.3,3
Cc1c(C(=O)Nc2ccc(C(F)(F)F)cc2)sc2ncn(CC(=O)N3CCN(c4ccccn4)CC3)c(=O)c12,-4,0.0,0.4,-11
CCOC(=O)CSc1ncnc2c1c(-c1ccccc1)cn2-c1ccc(OC)cc1,-3,0.0,0.3,-7
Cc1ccc(Cl)cc1N1CCN(S(=O)(=O)c2c(C)nn(C)c2C)CC1,-1,-0.2,0.3,2
N#Cc1ccccc1Sc1ccccc1C(=O)OCC(=O)c1ccc2c(c1)NC(=O)CO2,-6,-0.1,0.4,1
COc1ccc(-c2nnn(Cc3cccc(F)c3)n2)cc1OC,20,0.1,3.4,-8
O=C1/C(=C/c2cccnc2)SC(=S)N1Cc1ccco1,8,-0.1,0.2,13
CC(C)(C)C(=O)N1CCC(O)(CS(=O)(=O)Cc2ccc(Cl)cc2)CC1,-5,0.1,-0.4,-9
CSCCC(NC(=O)C1CCC(C)CC1)C(=O)O (stereo unspecified),8,0.1,-0.5,-1
Cc1cc(C(=O)NCC2CCCO2)c2ccccc2n1 (stereo unspecified),-1,0.2,0.3,14
CCc1nnc(NC(=O)C2(c3cccc(F)c3)CCCC2)s1,0,0.0,5.2*,8
COc1ccc(S(=O)(=O)N(C)CC(=O)Nc2ccc(Cl)c(Cl)c2)cc1,10,0.2,0.3,20
Cc1ccc(Cl)cc1NC(=O)Cn1cc2c(n1)CCCC2,-10,0.2,0.3,12

# A draw from above in order of heavy-atom count, ascending:
SMILES,TEAD-YAP inh,FBW7 activator,GPR151 ag,MITF inh
Cc1cc(C(=O)NCC2CCCO2)c2ccccc2n1 (stereo unspecified),-1,0.2,0.3,14
CCc1nnc(NC(=O)C2(c3cccc(F)c3)CCCC2)s1,0,0.0,5.2*,8
COc1ccc(-c2nnn(Cc3cccc(F)c3)n2)cc1OC,20,0.1,3.4,-8
COc1ccc(S(=O)(=O)N(C)CC(=O)Nc2ccc(Cl)c(Cl)c2)cc1,10,0.2,0.3,20
CCOC(=O)CSc1ncnc2c1c(-c1ccccc1)cn2-c1ccc(OC)cc1,-3,0.0,0.3,-7
Cc1c(C(=O)Nc2ccc(C(F)(F)F)cc2)sc2ncn(CC(=O)N3CCN(c4ccccn4)CC3)c(=O)c12,-4,0.0,0.4,-11

# (list continues)
SMILES,TEAD-YAP inh,FBW7 activator,GPR151 ag,MITF inh
CN1CCN(C(=O)c2ccc(-c3cc(C(=O)Nc4ccc(Oc5ccccc5)cc4)ccn3)cc2)CC1,18,-0.1,0.3,14
Cc1sc2c(c1C)C(=O)NC(c1cccc(O)c1)N2 (stereo unspecified),7,0.0,-1.4,6
O=C(CN1CCCC1)NCC1Cc2cc(Cl)cc(-c3ncccn3)c2O1 (stereo unspecified),-4,0.1,0.3,-14
CCc1ccccc1Nc1nnc(-c2cc3c(CO)cnc(C)c3oc2=O)s1,-7,-0.1,2.3,4
O=C(CN1CCC(N2CCCCC2)CC1)c1ccccc1F,-5,0.1,-0.9,6
Cc1sc2nc(SCC(=O)c3ccc(Cl)cc3)n(-c3ccccc3)c(=O)c2c1C,-8,0.2,1.1,-6
Cc1cc(Nc2ccc(N3CCOCC3)cc2)nc(-c2ccc(N3CCOCC3)nc2)n1,-13,-0.1,-2.0,10
Cc1cc2nnc(SCC(=O)NC3CCCC3)n2c(N)n1,2,0.2,-0.4,-11
COc1cc(/C=C2\C(=O)NC(=O)N(c3ccc(C)c(C)c3)C2=O)ccc1O,8,0.0,-0.1,-11
CC(C)C(NS(C)(=O)=O)c1nnc2n1CCN(Cc1ccco1)CC2 (stereo unspecified),-3,0.0,1.4,10
O=C(c1ccncc1)N1CC[C@@H]2[C@H](CCCN2C(=O)c2cccc3ccccc23)C1,7,0.0,-1.1,18
COc1ccc(Cl)cc1N(CC(=O)Nc1cc(C)cc(C)c1)S(C)(=O)=O,-7,0.2,-0.9,6
COc1ccccc1-c1cc(=O)[nH]c2c1CCCC2,1,0.5,0.4,10
COc1cccc(C2/C(=C(/O)c3ccc([N+](=O)[O-])cc3)C(=O)C(=O)N2CCCCCC(=O)O)c1 (stereo unspecified),-2,-0.1,-0.2,5
O=C(NC1CCCCCC1)c1ccc2c(c1)OCO2,44*,-0.1,-6.8,3
O=C(OC(=NC1CCCCC1)NC1CCCCC1)c1ccc(F)cc1,-5,0.0,0.3,20
N#Cc1nc(-c2ccccc2)cc(-c2ccccc2)n1,13,0.1,0.9,11
COC(=O)c1ccc([N+](=O)[O-])c(/C=C/N(C)C)c1,-8,0.1,-1.4,-4
CC(=O)c1cccc(NC(=O)Nc2ncn(Cc3ccc(Cl)c(Cl)c3)n2)c1,-4,-0.2,1.1,2
O=C(Nc1ccc2nc3n(c(=O)c2c1)CCCCC3)c1cccc(Cl)c1,-46,-0.2,0.6,1
CCC1CN(CC(=O)NCc2ccc3c(c2)OCO3)Cc2ccc(Cl)cc2O1 (stereo unspecified),9,0.1,-1.1,3
COc1cc(C2C3=C(CC(C)(C)CC3=O)N(CC(=O)O)C3=C2C(=O)CC(C)(C)C3)ccc1OCc1ccc(Cl)cc1,-22,0.0,3.2,-3
O=C(NCCO)c1ccc2nc(NCc3cccnc3)sc2c1,2,0.0,-0.2,6
COc1cc2c(cc1OC)C(C(=O)N1CCCCCC1)C1c3ccccc3CCN1C2=O (stereo unspecified),2,0.0,0.5,5
O=C(/C=C/c1ccccc1)OCC1COc2ccccc2O1 (stereo unspecified),-7,0.0,1.2,-3
CCS(=O)(=O)N1CCCC(c2nc3c(nnn3Cc3ccccc3Cl)c(=O)[nH]2)C1 (stereo unspecified),0,0.1,1.6,-15
CCCNc1nc(Nc2ccc(N3CCOCC3)cc2)nc(N(CC)CC)n1,7,-0.1,-0.8,7
CCOC(=O)C(C)Sc1nc(-c2ccccc2)cc(-c2ccccc2)c1C#N (stereo unspecified),3,0.0,-0.9,4
O=S(=O)(c1cccc(S(=O)(=O)N2CCCCCC2)c1)N1CCCCCC1,0,-0.1,-0.1,-2
Cc1cccc(C(=O)N(CCO)Cc2cc3cc4c(cc3[nH]c2=O)OCO4)c1,-7,-0.1,-0.2,-2
CC(=O)Cc1nsc(NC(=O)c2ccc(-c3cccc(Cl)c3)o2)n1,-10,-0.1,0.0,12
COC(=O)c1ccccc1NC(=O)Cn1nc2n(C(C)C)c3ccccc3n2c(=O)c1=O,12,-0.1,-0.1,-11
O=C(O)/C=C/C(=O)NC1CCCCC1NC(=O)/C=C/C(=O)O (stereo unspecified),4,-0.1,-0.4,1
CCc1ccc(CN(C)C(=O)CC2(c3ccccc3Cl)CC(=O)N(C)C2=O)cc1 (stereo unspecified),-3,0.5,0.5,5
C=CCC(NCc1ccco1)c1ccc(OC)c(OC)c1 (stereo unspecified),-1,-0.1,1.1,-1
O=C1OC(c2cccc([N+](=O)[O-])c2)=N/C1=C\c1ccc(I)cc1,3,-0.1,0.0,-3

# 6 compounds drawn at random from those above:
SMILES,TEAD-YAP inh,FBW7 activator,GPR151 ag,MITF inh
O=C(Nc1ccc2nc3n(c(=O)c2c1)CCCCC3)c1cccc(Cl)c1,-46,-0.2,0.6,1
O=C1OC(c2cccc([N+](=O)[O-])c2)=N/C1=C\c1ccc(I)cc1,3,-0.1,0.0,-3
N#Cc1nc(-c2ccccc2)cc(-c2ccccc2)n1,13,0.1,0.9,11
CCc1nnc(NC(=O)C2(c3cccc(F)c3)CCCC2)s1,0,0.0,5.2*,8
O=C(CN1CC(c2ccccc2)CC1=O)NCC1Cc2cc(F)cc(-c3ccccn3)c2O1 (stereo unspecified),-8,0.0,0.7,-5
COC(=O)c1ccccc1NC(=O)Cn1nc2n(C(C)C)c3ccccc3n2c(=O)c1=O,12,-0.1,-0.1,-11

# Later entries.
SMILES,TEAD-YAP inh,FBW7 activator,GPR151 ag,MITF inh
O=C(c1ccccc1-c1nc2ccccc2[nH]1)N1CCCCC1,-15,0.1,-0.3,-9
COc1ccc(CCNC(=O)CSCC(=O)Nc2ccc3ccccc3c2)cc1OC,-9,0.0,0.1,17
COc1ccc(NC(=O)/C(=C2\Nc3ccc([N+](=O)[O-])cc3N2)[N+](=O)[O-])cc1OC,-1,0.0,-0.1,6
CN1C(=O)/C(=C/c2ccc3c(c2)OCO3)SC1=Nc1ccc(C(=O)O)cc1,-3,0.0,-1.2,-11
CC(C)c1ccc(N(CC(=O)Nc2ccc(Br)cc2F)S(C)(=O)=O)cc1,-7,0.3,-0.7,1
CCC(C)n1c(SCc2ccc(F)cc2)nc2ccsc2c1=O (stereo unspecified),0,-0.1,3.1,13
CCOC(=O)Cc1csc(NC(=O)/C=C/c2ccc(C(C)C)cc2)n1,14,0.1,-0.8,0
CCCCC(=O)NC(c1ccco1)c1cc([N+](=O)[O-])c2cccnc2c1O (stereo unspecified),3,0.1,-0.8,10
Cc1ccccc1OCC(=O)Nc1ccc(-c2nnc3n2CCCCC3)cc1,-4,0.0,-0.6,2
CCOC(=O)c1ccc(NC(=O)N2CCC(O)(c3ncccc3C)CC2)cc1,-14,0.1,0.9,-7
COc1ccccc1-n1nc(C(=O)N2CCN(c3cccc(Cl)c3)CC2)c2ccccc2c1=O,8,0.0,0.8,7
Cc1ccc(S(=O)(=O)N/N=C/c2cc(Cl)cc(Cl)c2O)cc1,3,0.0,-0.3,-4
O=C(Nc1ccc(O)cc1)c1c(O)c2ccccc2[nH]c1=O,-19,0.0,-2.0,-6
COc1ccc(CNC(=O)CCC(=O)N2CCSc3ccccc32)cc1,-2,0.1,1.1,-14
COc1cc(C2C(C(C)=O)=C(O)C(=O)N2CC2CCCO2)ccc1O (stereo unspecified),-1,-0.1,0.7,8
CC(=O)C1=C(O)C(=O)N(c2ccc(O)cc2)C1c1cccc(F)c1 (stereo unspecified),-4,0.0,0.4,6
CCOc1ccc(NC(=O)CSc2nc3ccc(Br)cc3c(=O)n2Cc2ccc(C(=O)NCCOC)cc2)cc1,1,-0.1,2.1,10
CCNc1nc(NCC)nc(SCC(=O)c2ccc(C)cc2)n1,-7,0.5,-1.2,-10
CN(C)C(CNS(=O)(=O)c1ccc2c(c1)CCCC2)c1ccc(F)cc1 (stereo unspecified),-1,0.0,-0.5,3
O=C(NCc1cccs1)c1ccc(N2CC3CC(C2)c2cccc(=O)n2C3)c(NS(=O)(=O)c2ccc3c(c2)OCCO3)c1 (stereo unspecified),-10,-0.1,0.8,0
O=[N+]([O-])c1c(Nc2cccc(C(F)(F)F)c2)c2nonc2c2nonc12,4,-0.2,-0.8,4
